# CaV13 ICDI inh = Disruptors of the CACNA1D IQ motif to Ca2+-dependent inactivation inhibitor domain association, primary screening, Förster resonance energy transfer in intact living …; HEK cells, CFP/YFP FRET ICDI-IQ, plate reader, 10 min; percent FRET-ratio fall versus neutral wells; AID 743397; 340,000 tested, 0.098% active; inhibition, % at 12.3 µM;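 active means mean replicate inhibition of at least 30% and at least 1% of replicates passing that level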;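 further: 0% = median of the neutral control wells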
# iPSC survival up = enhancers of single-cell hiPSC survival, primary screen, ATPlite luminescence. AID 602274, 2012. survival enhancement, % at 20 µM. 100% = ROCK inhibitor wells, 0% = DMSO. 360,000 tested, 0.044% active; in the data active means survival enhancement above about 18%;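 further: cells exposed to compounds for 16 hours before the ATP read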
# Peg3 prom inh = Peg3 promoter-driven luciferase inhibitors, primary screen, cell-based, HeLa, luciferase luminescence | 360,000 tested, 1.7% active | HeLa PEG-Prom luciferase reporter, overnight | AID 588405, 2011 | inhibition, % at 20 µM;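 active means inhibition of at least 50% at 20 µM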
# MITF TRPM1 inh = inhibitors of MITF-dependent TRPM1 promoter reporter, primary screen, cell-based, SK-MEL-5, single point, luciferase | 330,000 tested, 0.83% active | SK-MEL-5 TRPM1 promoter luciferase, 24 h | inhibition, % at 12.5 µM;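 active means mean inhibition across replicates of 60% or more, whatever share of single replicates reaches that level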; further: values of inactives mirror those of a sister screen read the other way
# HTR2A ag = mouse Htr2a agonists via beta-arrestin recruitment, primary screen, cell-based, luminescence. activation, % at 7.6 µM. CHO-K1 mHTR2A beta-arrestin complementation; percent of 30 µM serotonin response. 5-hydroxytryptamine receptor 2A (Mus musculus), P35363. 360,000 tested, 0.66% active. AID 624169, 2012;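 active means activation above a run cutoff, the mean activation of all tested compounds plus 3 SD, cut at about 14% in these data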;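 further: 0% = plate median of compound wells and 100% = 30 µM serotonin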
# Target sequence (P35363 whole entry, looked up): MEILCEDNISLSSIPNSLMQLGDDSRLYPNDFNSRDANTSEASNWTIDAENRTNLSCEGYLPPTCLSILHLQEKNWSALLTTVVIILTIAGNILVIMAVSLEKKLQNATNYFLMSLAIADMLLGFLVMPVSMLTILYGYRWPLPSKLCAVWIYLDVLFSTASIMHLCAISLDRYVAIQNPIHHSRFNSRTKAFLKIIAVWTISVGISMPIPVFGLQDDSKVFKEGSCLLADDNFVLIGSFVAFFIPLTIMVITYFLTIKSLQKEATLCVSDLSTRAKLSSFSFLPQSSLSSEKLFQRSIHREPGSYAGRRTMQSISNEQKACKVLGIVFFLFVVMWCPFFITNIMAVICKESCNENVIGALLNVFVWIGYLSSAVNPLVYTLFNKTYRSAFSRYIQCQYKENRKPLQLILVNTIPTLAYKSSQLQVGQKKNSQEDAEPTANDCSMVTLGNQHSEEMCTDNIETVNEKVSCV
# HIF-2a block = HIF-2a reporter inhibitors, primary screen, luminescence, 786-0 RCC cells. 786-0 RCC cells HIF-2a reporter, luciferase luminescence, overnight. 360,000 tested, 0.72% active. inhibition, % at 18.8 µM;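 active means inhibition of the luminescence signal of 40% or more relative to plate controls, in a single-dose primary screen at 18.75 µM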
# Shn3 inh set2 = reduction of Shn3 3'UTR firefly luciferase signal, primary screen, Schnurri-3 inhibitor project, cell-based, Clone20 osteoblasts, set 2; 360,000 tested, 0.52% active; Clone20 osteoblast Shn3 3'UTR firefly luciferase, 24 h; inhibition, % at 12.5 µM;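 active means mean inhibition of at least 75% with every replicate also reaching 75%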;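 further: 0% = median of neutral control wells and 100% = pilot-screen positive control compound; some compounds past the cut are filed as inactive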
# PDI turbidity = inhibitors of human PDI, primary screen, biochemical, turbidity, single point, plate reader; 350,000 tested, 0.052% active; Protein disulfide-isomerase (Homo sapiens), P07237; inhibition, % at 10 µM; AID 588391, 2011; PDI insulin aggregation turbidity, A650, 90 min;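 active means mean inhibition across replicates of 30% or more, whatever share of single replicates reach that level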;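 further: absorbance from insulin aggregation driven by PDI reduction with DTT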
# NR2E3 ag-1 = NR2E3 agonists in two-hybrid cells, primary screen, cell-based, luminescence, CHO-S, Gal4-NCOR/VP16-NR2E3; luciferase; inhibition of corepressor binding, % at 3.98 µM; 360,000 tested, 0.35% active; AID 602229, 2012;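 active means inhibition above the mean of all tested compounds plus 3 SD, cut at about 70% in these data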;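 further: 0% = DMSO with NR2E3 transfected cells and 100% = cells lacking NR2E3 construct; higher means lower luciferase signal from less NR2E3 corepressor binding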
# Target sequence (Q9Y5X4 whole entry, looked up, the tested form may be a part): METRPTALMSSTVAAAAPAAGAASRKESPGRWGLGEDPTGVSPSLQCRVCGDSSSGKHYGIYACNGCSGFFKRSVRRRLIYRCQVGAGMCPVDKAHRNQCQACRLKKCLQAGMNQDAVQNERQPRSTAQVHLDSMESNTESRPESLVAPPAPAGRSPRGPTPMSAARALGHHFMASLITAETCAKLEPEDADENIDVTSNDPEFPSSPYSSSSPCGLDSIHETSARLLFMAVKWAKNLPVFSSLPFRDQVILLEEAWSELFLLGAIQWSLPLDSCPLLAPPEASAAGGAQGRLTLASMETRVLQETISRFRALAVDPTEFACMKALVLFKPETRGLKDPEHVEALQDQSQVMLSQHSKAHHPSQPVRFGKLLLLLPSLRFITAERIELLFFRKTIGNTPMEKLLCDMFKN
# H9c2 protect = cardioprotection against H2O2-induced cell death, primary screen, uHTS, H9c2 cells, ATPLite luminescence | protection from H2O2 cell death, % at 20 µM | 360,000 tested, 0.63% active | H9c2 cardiomyocytes, H2O2 injury protection, 2 h | AID 588492, 2011;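 active means compounds giving at least 50% protection of heart cells from peroxide-induced death in the single-dose screen, raw or plate-pattern-corrected value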;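 further: 0% = DMSO wells with peroxide and 100% = DMSO wells without peroxide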
# NR2E3 ag-2 = inhibitors of NR2E3-RetCOR corepressor binding, primary screen, NR2E3 agonist project, biochemical, TR-FRET, GST-NR2E3, biotin-RetCOR; Photoreceptor-specific nuclear receptor (Homo sapiens), Q9Y5X4; 1536-well; inhibition of corepressor binding, % at 4.78 µM; 320,000 tested, 0.12% active; AID 2300, 2010;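 active means percent inhibition above the cutoff of mean plus 3 SD of all tested compounds, set per screening campaign, cut at about 20% in these data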;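 further: 0% = DMSO wells and 100% = biotin wells as full block of FRET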
#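 System: GST-NR2E3 and biotin-RetCOR proteins; probe or stimulus: 7 nM biotin-RetCOR; doses: compound at 4.8 µM, single dose; schedule: Compound–protein incubation for 5 h at 4 °C; detection: time-resolved FRET; read-out: percent inhibition; controls: biotin wells as high control, 0.6% DMSO wells as low control; format: 1536-well plates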
# * = called active by the depositor; / = no result given.
SMILES,CaV13 ICDI inh,iPSC survival up,Peg3 prom inh,MITF TRPM1 inh,HTR2A ag,HIF-2a block,Shn3 inh set2,PDI turbidity,NR2E3 ag-1,H9c2 protect,NR2E3 ag-2
Cc1ccc(S(=O)(=O)N2CCN(C(=O)COC(=O)CCOc3ccccc3C)CC2)cc1,-14,-0.4,-14,1,1,-14,17,3,21,-9,2
Cc1cccc(OCCn2c(S(=O)(=O)O)nc3ccccc32)c1,-9,2.5,7,2,10,9,3,1,-14,0,-1
COc1cccc(N2CC(NS(=O)(=O)c3cccs3)CC2=O)c1 (stereo not drawn),-5,0.3,-13,-6,3,-1,3,0,14,0,2
COC(=O)c1ccc(CSc2nnc(C)n2N)o1,-13,0.5,7,-3,-3,11,8,8,-8,1,1
COc1ccccc1Nc1c2c(nc3ccccc13)CCC2,-13,-0.4,26,27,-16,19,34,-2,5,-7,2
NNC(=O)Cn1nnc(-c2ccc(C(F)(F)F)cc2)n1,-4,-0.1,10,/,1,14,-3,-3,7,2,-3
O=C(CCNC(=O)c1ccco1)NCc1ccccc1,-3,1.4,-14,8,3,-18,-6,9,-20,0,0
CC(C)(C)C1CCc2onc(C(=O)N3CCOCC3)c2C1 (stereo not drawn),-6,-0.1,-10,-17,2,-10,-3,-4,-5,2,2
CCN(Cc1ccccc1)C(=O)c1cc(COc2c(F)cccc2F)on1,7,-0.7,-40,-17,8,-64,-4,6,8,-7,5
Cc1cc(NC(=O)CSC2=Nc3ccccc3C3=NC(Cc4ccccc4)C(=O)N23)n[nH]1 (stereo not drawn),-5,-3.3,9,0,-1,0,6,11,9,8,1
CC(=O)C[C@H](O)CC(=O)[C@H]1OC(=O)CC/C=C\Cc2ccccc21,-4,-0.9,-5,0,3,12,1,-4,26,9,2
COc1nc(OC)nc(N2CCC(C(=O)NC3CCCCCC3)CC2)n1,-5,-1.5,1,5,-2,19,-8,-7,-12,8,2
CCn1c2ccccc2c2cc(NC(=O)c3cc(OC)c(OC)c(OC)c3)ccc21,-6,-1.0,-15,56,-3,-10,7,10,22,-3,0
CCC(C)NC(=O)c1ccc2c(c1)S(=O)(=O)c1ccccc1C2=O (stereo not drawn),-5,-0.2,7,13,-4,1,10,1,11,9,/
Brc1cc2c(cc1Br)OCCOCCOCCO2,-6,0.1,-9,2,4,-3,-2,-10,2,2,1
CCCCC[C@H]1CN(CCc2ccccc2)C(=O)[C@@H]1CC(=O)NCc1ccc(OC)cc1,-4,-3.0,17,11,-5,-10,2,5,2,5,2
Cn1c(-c2sccc2OCc2cccc(C(F)(F)F)c2)n[nH]c1=S,-6,-0.6,20,-7,-5,24,3,-9,0,-2,-1
CCCc1nc2n[nH]c(N)c2c2c1CCCC2,/,2.2,15,18,6,10,-1,5,-1,10,-2
COc1ccccc1Cn1c(=S)[nH]c2cc(C(=O)N3CCN(C)CC3)ccc2c1=O,-5,-1.6,12,6,1,-38,-9,7,-20,0,3
O=C(NNC(=O)c1ccco1)Nc1ccccc1,-5,-0.6,4,13,0,-10,-4,8,3,-2,/
Cc1ccc(OCC(=O)N/N=C2/SCC(=O)N2Cc2ccccc2)cc1,-2,1.7,-2,-2,1,-1,-61,14,7,0,-1
COc1cc(Cn2c3ccc(NC(=O)CCc4cccnc4)cc3c(=O)n2C)ccc1F,-5,-2.1,-1,/,-2,12,-20,6,-6,-1,/
Cc1cc(C)cc(NC(=O)CCc2c(C)nn(-c3ccc(N4CCOCC4)nn3)c2C)c1,-6,-0.5,-79,-34,3,-78,-27,-7,-28,0,1
Cc1c(NC(=O)c2ccc3c(c2)C(=O)N(Cc2ccco2)C3=O)cccc1C(=O)O,-7,3.0,9,7,1,-7,12,4,-13,1,2
O=c1oc2ccccc2c(O)c1/C=N/c1ccccn1,-5,0.7,11,13,7,13,-4,3,3,-1,2

# The final 3 records of the part before come first, to join the parts.
SMILES,CaV13 ICDI inh,iPSC survival up,Peg3 prom inh,MITF TRPM1 inh,HTR2A ag,HIF-2a block,Shn3 inh set2,PDI turbidity,NR2E3 ag-1,H9c2 protect,NR2E3 ag-2
Cc1cc(C)cc(NC(=O)CCc2c(C)nn(-c3ccc(N4CCOCC4)nn3)c2C)c1,-6,-0.5,-79,-34,3,-78,-27,-7,-28,0,1
Cc1c(NC(=O)c2ccc3c(c2)C(=O)N(Cc2ccco2)C3=O)cccc1C(=O)O,-7,3.0,9,7,1,-7,12,4,-13,1,2
O=c1oc2ccccc2c(O)c1/C=N/c1ccccn1,-5,0.7,11,13,7,13,-4,3,3,-1,2
COc1ccc(C(C(=O)NC2CCCCC2)N(C(=O)c2sc(C)nc2C)c2ccc(C(C)=O)cc2)cc1 (stereo not drawn),-8,0.1,-13,4,-1,-11,-2,-1,3,10,3
CC(=O)N1CCN(C(=O)c2ccc(NS(=O)(=O)c3ccc4c(c3)OCCO4)cc2)CC1,-16,-0.2,9,2,1,15,1,3,-24,-5,1
C=CCn1c(=NC(=O)CN2C(=O)CCC2=O)sc2cc(S(N)(=O)=O)ccc21,-3,-2.2,9,2,0,11,1,-2,1,1,-1
O=C(Nc1ncccc1O)c1ccc(S(=O)(=O)N2CCCCCC2)cc1,-7,-0.5,-20,-8,3,-64,-19,-5,-27,1,1
COCCNC(=O)C(=O)N/N=C(\C)CC(=O)Nc1ccc2c(c1)OCO2,2,1.3,7,8,-2,-1,-16,11,-2,-1,1
O=C(COC(=O)CNC(=O)c1ccccc1F)Nc1ccc2[nH]c(=O)[nH]c2c1,-6,-0.1,-9,1,-7,12,-7,7,-2,4,-1
CC1(C)Cc2c(sc3nc(-c4ccccc4)oc(=O)c23)CO1,-2,-1.2,-27,-25,7,-75,3,1,13,-6,0
CCCCCN(C(=O)CCC(=O)OCC(=O)Nc1ccc(C)cc1F)c1c(N)n(CCCC)c(=O)[nH]c1=O,-2,-0.5,0,7,-2,3,-3,0,13,-2,-1
COc1cccc(C(=O)NC2CC(C)(C)NC(C)(C)C2)c1OC,-3,0.0,8,-11,-8,3,8,1,-5,1,3
O=c1[nH]c(C2CCN(S(=O)(=O)c3ccc4c(c3)OCCO4)CC2)nc2c1nnn2Cc1ccccc1F,-8,0.5,31,-14,-3,10,-10,15,-23,6,2
Cc1ccc(NC(=O)CCc2nnc3ccc(NCc4ccco4)nn23)nc1,-4,1.3,-13,9,-1,4,-3,-3,-23,-2,3
CCCc1n(CC(O)COCC2CC=CCC2)c2ccccc2[n+]1C (stereo not drawn),-3,0.2,11,5,-2,17,-13,-2,-12,-15,-3
Fc1ccccc1N=C1Nc2cccc3cccc1c23,-5,-0.6,-65,-14,1,-83,-2,5,-33,-1,-3
COc1cc2[nH]c(O)c(C=O)c2cc1OC,-9,1.7,2,4,2,6,-6,-2,-9,4,/
CCc1[nH]nc(C(=O)N2CCCC(CCC(=O)N3CCN(c4ccccn4)CC3)C2)c1C (stereo not drawn),-5,-0.7,2,9,0,-24,-1,-1,9,1,-1
O=C(OCCOCn1cc(Br)c(=O)[nH]c1=O)c1ccccc1,1,2.9,10,/,2,15,/,-1,-35,7,0
CCC(=O)Nc1cc(C(=O)O)ccc1Sc1ccc(C)cc1,-7,-0.2,6,18,0,23,11,-5,-4,11,2
COC(=O)c1ccc(NC(=O)c2ccccc2C(=O)Nc2ccc(C(=O)OC)cc2)cc1,-16,-0.3,-3,-6,-1,-23,-9,-5,8,1,-21
O=C(C1CCC(=O)N(C2CCCC2)C1)N1CCC(Oc2ccccc2Cl)CC1 (stereo not drawn),-6,0.2,9,-6,0,-3,42,0,9,-4,2
O=S1(=O)NC(=NCCc2ccccn2)c2ccccc21,-4,0.9,-12,1,-2,-3,0,11,1,8,0
Cc1cc2cc(CNC(=S)Nc3ccc(OC(F)F)cc3)ccc2n1C,-7,0.5,2,-7,-5,0,12,-3,-28,-16,3
CCOC(=O)C1CCN(C(=O)CC(C)c2ccccc2)CC1 (stereo not drawn),/,0.7,8,1,-3,6,3,2,5,-2,-2
Cc1ccc(S(=O)(=O)N(CC(=O)NCc2ccc(F)cc2)C(=O)N2CCN(C)CC2)cc1,-5,-0.2,11,-2,-5,5,2,3,8,-1,-3
CCC(=O)Nc1ccc(-c2ccc(N3CCC(C)CC3)nn2)cc1,/,-0.5,-144,-90,-3,-217,-19,-20,-170,-3,3
COc1cccc(C2CC3(CC(C)(C)NC(=S)N3)Oc3cc(O)ccc32)c1 (stereo not drawn),-9,-0.6,4,13,0,26,19,-1,-24,3,-4

# (continued)
SMILES,CaV13 ICDI inh,iPSC survival up,Peg3 prom inh,MITF TRPM1 inh,HTR2A ag,HIF-2a block,Shn3 inh set2,PDI turbidity,NR2E3 ag-1,H9c2 protect,NR2E3 ag-2
O=C(CCn1ccc2ccccc21)NC1CCCc2ccccc21 (stereo not drawn),-3,-1.2,13,9,1,17,-24,5,-18,-12,0
COc1cc(C(=S)N2CCCC2)cc(Cl)c1O,-6,4.3,-6,-17,4,6,-16,-13,9,13,3
Cc1nnc(OC(C)C)c2nn(-c3ccccc3F)c(C)c12,/,2.8,8,9,-6,11,47,3,-7,4,4
COc1cccc(/C=C/C(=O)OCC(=O)N2c3ccccc3NC(=O)C2(C)C)c1,-3,-1.2,16,9,0,3,-13,-11,-26,6,0
FC(F)(F)c1cnc(NNC(=S)Nc2cccnc2)c(Cl)c1,-5,-0.2,29,21,-9,26,11,11,-28,20,3
COc1cccc(OC)c1C(=O)N1CCN(Cc2ccncc2)CC1,-5,0.7,-1,1,4,12,-6,-7,-1,8,-2
O=[N+]([O-])c1cc(C(F)(F)F)ccc1N1CCN(S(=O)(=O)c2ccc3c(c2)CCCC3)CC1,-5,-1.3,17,12,0,15,37,5,-18,-7,1
O=C(CSc1ccc(Br)c2cccc(Cl)c12)Nc1ccc(S(=O)(=O)Nc2nccs2)cc1,-5,-1.5,6,-6,-1,12,-2,-5,-18,-12,3
Cc1ccc(NCC(=O)N/N=C/c2ccc(C(=O)O)cc2)cc1,-3,0.6,-13,4,-3,-6,-10,2,-19,-2,1
CCN(CC)S(=O)(=O)c1cccc(-c2nnc(-c3ccc(C)cc3)o2)c1,-5,-1.8,-11,-11,-4,-25,10,-6,-28,-6,1
CC(=NN=C(C)c1ccc(O)cc1)c1ccc(O)cc1,-5,-2.3,-205,-33,-6,-79,25,-3,7,-16,/

# High-throughput results from PubChem BioAssay.
